Assay outcomes: PubChem, several laboratories
IMP-1 inh – blocks Pseudomonas aeruginosa IMP-1 metallo-beta-lactamase; 0.45% of 290,000 active; inhibition, % at 5.6 µM; AID 1556; purified IMP-1, nitrocefin hydrolysis, epi-absorbance fluorescence;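 active means inhibition above the mean plus 3 SD of all compounds in the same screening run, cut at about 4.5% in these data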;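 further: 0% = IMP-1 with DMSO and 100% = DMSO wells lacking enzyme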
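System: purified IMP-1; amount: IMP-1 0.2 nM before substrate addition; compound: single dose, 5.6 µM; times: 25 °C, 15 min preincubation, 25 min reaction; signal: Epi-absorbance via hydrolysed-nitrocefin quenching of white-plate fluorescence, 480/530 nm, EDTA stop; benchmarks: DMSO with and without IMP-1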
NALP1 yeast inh – NALP1 inhibition; AID 2071; S. cerevisiae NALP1/ASC/caspase-1 growth, X-gal OD620, 72 h; inhibition, % at 10 µM; 0.61% of 280,000 active; in the data active means inhibition mostly above about 24%, no sharp cut-off; inactive means mostly below about 32%; further: some compounds called inactive have numbers as strong as hits
VIM-2 inh – inhibitors of Pseudomonas aeruginosa VIM-2 metallo-beta-lactamase. purified VIM-2, nitrocefin hydrolysis, epi-absorbance fluorescence. inhibition, % at 5.6 µM. 0.89% of 290,000 active. AID 1527;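 active means inhibition above the mean of all tested compounds plus 3 SD, cutoff set per screening run, cut at about 7.5% in these data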;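 further: red hydrolysis product quenches plate fluorescence so inhibitors raise well fluorescence; 0% = enzyme with DMSO and 100% = DMSO without enzyme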
MEKK2wt PB1 HTS – raises or lowers MEK5 binding to wildtype human MEKK2 PB1 domain; Q9Y2U5; bead flow cytometry, Alexa488-MEK5 binding to MEKK2 WT; actives lie on both sides; binding response (% of control), % at 10 µM; 1.1% of 290,000 active; AID 1531; in the data active means binding response below about 67% or above about 130%
DNA FID counter – fluorescent intercalator displacement, NS3 helicase counter-screen; 0.17% of 290,000 active; AID 1845; inhibition, % at 7.9 µM; DNA fluorescent intercalator displacement, fluorescence; in the data active means inhibition above about 37%;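 further: 0% = vehicle and 100% = reference compound; higher means more ethidium bromide displaced from hairpin DNA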
MEKK2 mut-MEK5 – signal of MEK5 binding to mutant human MEKK2 PB1 domain. bead flow cytometry, Alexa488-MEK5 binding to MEKK2 mutant. percent response, % at 10 µM. 0.35% of 290,000 active; in the data active means percent response above about 24%, passing the limit was not always enough; further: inactives centre near 1; some results filed as inactive read as strong as hits
NS3 helicase inh – blocks Hepatitis C virus NS3 helicase unwinding. AID 1800. NS3 helicase DNA unwinding, Cy5 molecular beacon fluorescence. 0.56% of 290,000 active. inhibition, % at 10.9 µM;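 active means inhibition above the mean of all tested compounds plus 3 SD, set per campaign, cut at about 35% in these data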;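 further: 0% = DMSO wells and 100% = thioflavine S control wells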
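System: NS3 helicase fragment of HCV / Schedule: 1 h at 25 °C / Control set: DMSO alone as 0% and 110 µM thioflavine S as 100% / Reagent: Cy5/quencher beacon DNA duplex and ATP to start / Technique: Cy5 fluorescence / Replication: singlicate / Evaluation: % inhibition of end-to-start signal ratio versus controls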
M18AAP inhibitor – blocks P. falciparum M18 aspartyl aminopeptidase | recombinant PfM18AAP, H-Glu-NHMec fluorogenic cleavage | inhibition, % at 7.35 µM | 1.2% of 290,000 active;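 active means inhibition above the campaign mean inhibition over all tested compounds plus 3 SD, cut at about 28% in these data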;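 further: 0% = plate median of test compound wells and 100% = 2 mM ZnCl2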
UBC9 SUMO inh – blocks human SUMOylation mediated by UBC9. HTRF SUMOylation assay, SAE1/SAE2 + UBC9, in vitro. P63279. AID 2006. 0.36% of 290,000 active. inhibition, % at 35 µM; in the data active means inhibition above about 50%, passing the limit was not always enough; further: strong numbers were not always called active
Target sequence (P63279 whole entry, looked up): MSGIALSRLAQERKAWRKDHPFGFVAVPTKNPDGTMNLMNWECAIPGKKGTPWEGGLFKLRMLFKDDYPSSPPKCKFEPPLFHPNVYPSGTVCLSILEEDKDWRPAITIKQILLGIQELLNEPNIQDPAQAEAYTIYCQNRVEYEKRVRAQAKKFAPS
Starred values were filed as active, the others as inactive; x = not tested or not shown; & = joins results of further samples.

Letter code – A = IMP-1 inh; B = NALP1 yeast inh; C = VIM-2 inh; D = MEKK2wt PB1 HTS; E = DNA FID counter; F = MEKK2 mut-MEK5; G = NS3 helicase inh; H = M18AAP inhibitor; I = UBC9 SUMO inh
1) N#CC(C(=O)NCc1ccccc1)c1nc2ccccc2nc1N1CCCC1 (stereo not drawn)
  A: 8.2*; B: 4; C: 0.3; D: 96; E: -4; F: 11; G: 13; H: 12; I: 12
2) O=[N+]([O-])c1ccc(-c2n(-c3ccccn3)c3ccccc3[n+]2-c2ccccn2)cc1
  A: -3.1; B: x; C: -1.0; D: 84; E: -10; F: -16; G: -18; H: -5; I: 4
3) CCOc1ccccc1NC(=O)C(=O)CC(=O)c1ccc(OC)cc1
  A: -1.8; B: 11; C: 1.2; D: 95; E: -14; F: -3; G: 37*; H: -4; I: -2
4) COc1ccc(CCN=C(N)C(C)c2ccccc2)cc1OC (stereo not drawn)
  A: -0.2; B: x; C: -0.5; D: 101; E: 3; F: 5; G: 1; H: -4; I: 36
5) O=[N+]([O-])c1ccccc1NCc1ccccc1Cl
  A: -0.9; B: -8; C: 2.6; D: 66; E: 4; F: -14; G: -10; H: -18; I: -1
6) CCc1c(C)nc(SCC(=O)Nc2cccc(Br)c2)[nH]c1=O
  A: -1.8; B: 2; C: -4.2; D: 97; E: -6; F: 2; G: -7; H: 1; I: 0
7) COc1cc(SC)ccc1C(=O)NCCOc1ccccc1Cl
  A: -4.8; B: 10; C: -0.7; D: 96; E: -27; F: -1; G: -9; H: -6; I: -13
8) Cc1ccc(C(=O)COC(=O)c2cc(Cl)ccc2O)cc1[N+](=O)[O-]
  A: 0.3; B: 6; C: -1.1; D: 101; E: 2; F: 0; G: 22; H: -2; I: 7
9) CC(C)(CNC(=O)c1ccc(Br)o1)CNC(=O)c1ccc(Br)o1
  A: -1.4; B: 23; C: -0.6; D: 102; E: -16; F: 0; G: 10; H: 0; I: 3
10) Cn1c(=O)c(C(=O)c2ccccc2)nc2ccccc21
  A: -2.1; B: 7; C: 2.4; D: 121; E: -2; F: 18; G: 19; H: 7; I: 19

Among those listed so far, these contain bromine.
Letter code – A = IMP-1 inh; B = NALP1 yeast inh; C = VIM-2 inh; D = MEKK2wt PB1 HTS; E = DNA FID counter; F = MEKK2 mut-MEK5; G = NS3 helicase inh; H = M18AAP inhibitor; I = UBC9 SUMO inh
6) CCc1c(C)nc(SCC(=O)Nc2cccc(Br)c2)[nH]c1=O
  A: -1.8; B: 2; C: -4.2; D: 97; E: -6; F: 2; G: -7; H: 1; I: 0
9) CC(C)(CNC(=O)c1ccc(Br)o1)CNC(=O)c1ccc(Br)o1
  A: -1.4; B: 23; C: -0.6; D: 102; E: -16; F: 0; G: 10; H: 0; I: 3

The list goes on.
Letter code – A = IMP-1 inh; B = NALP1 yeast inh; C = VIM-2 inh; D = MEKK2wt PB1 HTS; E = DNA FID counter; F = MEKK2 mut-MEK5; G = NS3 helicase inh; H = M18AAP inhibitor; I = UBC9 SUMO inh
11) CN1CCN(CC(=O)Nc2ccccc2[N+](=O)[O-])CC1
  A: -2.7; B: 14; C: -1.5; D: 98; E: -2; F: 11; G: 3; H: 1; I: -2
12) COc1ccc(CCNC(=O)CCn2c(SCC(=O)N3CCCC3)nc3ccccc3c2=O)cc1OC
  A: -2.1; B: x; C: -0.3; D: 97; E: -16; F: -6; G: -3; H: 0; I: -6
13) O=C1CCC(C(=O)NCCCn2ccnc2)N1 (stereo not drawn)
  A: -0.5; B: 28; C: -1.8; D: 104; E: -4; F: 3; G: 4; H: -6; I: 9
14) Cc1cc(=O)[nH]c(SCC(=O)N2c3ccccc3CC2C)n1 (stereo not drawn)
  A: -2.3; B: -7; C: -1.6; D: 104; E: -8; F: 5; G: -3; H: -1; I: 14
15) CC(C)OP(=O)(c1ccc(N(C)C)cc1)C(O)c1ccncc1 (stereo not drawn)
  A: -4.0; B: -5; C: -3.5; D: 97; E: -3; F: -2; G: 4; H: -12; I: 20
16) CC(C)Cn1cnc2c1c(=O)n(CC(=O)NN)c(=O)n2Cc1ccccc1
  A: -2.9; B: 5; C: -1.6; D: 108; E: -27; F: 4; G: -14; H: -1; I: 2
17) CC(C)c1nc(C(=O)N2CCCC(CCC(=O)N(C)CCc3ccccn3)C2)cs1 (stereo not drawn)
  A: -1.7; B: -11; C: -1.2; D: 86; E: -25; F: -20; G: -10; H: 6; I: 10
18) CC12CCC(C(=O)O)(C/C1=N\O)C2(C)C (stereo not drawn)
  A: -5.1&-1.5; B: 67&9; C: -3.5&-2.9; D: 96&108; E: 2&1; F: 0&6; G: -1&-1; H: 6&2; I: -9&-3
19) CC1Oc2ccccc2N(CC(=O)NCCCN2CCOCC2)C1=O (stereo not drawn)
  A: -1.3; B: 2; C: -1.8; D: 98; E: -5; F: -2; G: 3; H: 1; I: 6
20) OC(c1nc2ccccc2[nH]1)C(O)c1nc2ccccc2[nH]1 (stereo not drawn)
  A: -12; B: 7; C: -5.8; D: 101; E: -4; F: 4; G: 2; H: 0; I: -6

Complete entries as entered above. Order of values: IMP-1 inh, NALP1 yeast inh, VIM-2 inh, MEKK2wt PB1 HTS, DNA FID counter, MEKK2 mut-MEK5, NS3 helicase inh, M18AAP inhibitor, UBC9 SUMO inh
`Cc1cc(=O)[nH]c(SCC(=O)N2c3ccccc3CC2C)n1` (stereo not drawn) is listed as -2.3, -7, -1.6, 104, -8, 5, -3, -1, 14
`CC12CCC(C(=O)O)(C/C1=N\O)C2(C)C` (stereo not drawn) is listed as -5.1&-1.5, 67&9, -3.5&-2.9, 96&108, 2&1, 0&6, -1&-1, 6&2, -9&-3

The list continues.
Letter code – A = IMP-1 inh; B = NALP1 yeast inh; C = VIM-2 inh; D = MEKK2wt PB1 HTS; E = DNA FID counter; F = MEKK2 mut-MEK5; G = NS3 helicase inh; H = M18AAP inhibitor; I = UBC9 SUMO inh
21) CC(C)CNC(=O)COc1ccc(Sc2ccc(OCC(=O)NCC(C)C)cc2)cc1
  A: -0.3; B: x; C: 0.7; D: 102; E: -1; F: -1; G: 14; H: -6; I: 1
22) CC1(c2ccccc2)CC(C)(C)N2C(=O)Cc3cccc1c32 (stereo not drawn)
  A: -1.8; B: 17; C: -1.4; D: 105; E: -16; F: -1; G: -3; H: 6; I: -3
23) CCOc1ccc(CCNC(=O)C2CCN(c3nn4c(=O)cc(C)nc4s3)CC2)cc1OCC
  A: -1.2; B: 22; C: 0.2; D: 85; E: -33; F: -5; G: -2; H: -1; I: 9
24) c1ccc2c(-n3cnnn3)cccc2c1
  A: -2.4; B: -28; C: -3.3; D: 96; E: -2; F: -1; G: -4; H: -3; I: 18
25) Cc1ncc(CO)c(CNc2ccc(-c3nc4ccccc4[nH]3)cc2)c1O
  A: 0.4; B: 28; C: 0.5; D: 104; E: 24; F: -2; G: -3; H: 17; I: -8
26) O=C1CC2c3ccccc3C1C1C(=O)N(Cc3ccccc3)C(=O)C21 (stereo not drawn)
  A: -0.7; B: -4; C: -2.5; D: 91; E: -7; F: -9; G: 3; H: 2; I: -13
27) Cc1ccc(C(=O)Nc2c[nH]c(=O)[nH]c2=O)cc1
  A: 1.0; B: 16; C: 1.2; D: 99; E: -1; F: 0; G: -2; H: -12; I: 11
28) COc1ccc(NC(=O)c2cc(-c3cccs3)on2)cc1OC
  A: -4.1; B: -8; C: -2.2; D: 106; E: -13; F: 5; G: -5; H: -7; I: 7
29) COc1cc(OC)c(C(=O)Nc2ccc(C(=O)c3ccccc3)cc2)cc1OC
  A: -3.2; B: 24; C: -2.0; D: 97; E: -26; F: 3; G: 2; H: -1; I: 14
30) C=CCNC(=O)c1cccn1-c1ccsc1C(=O)OC
  A: -2.2; B: 4; C: -3.4; D: 111; E: 2; F: 18; G: -2; H: -6; I: 7

IMP-1 inh: entries above that show a hit
nr	canonical_smiles	IMP-1 inh	NALP1 yeast inh	VIM-2 inh	MEKK2wt PB1 HTS	MEKK2 mut-MEK5	NS3 helicase inh	M18AAP inhibitor	UBC9 SUMO inh
1	N#CC(C(=O)NCc1ccccc1)c1nc2ccccc2nc1N1CCCC1 (stereo not drawn)	8.2*	4	0.3	96	11	13	12	12

(listing goes on)
Letter code – A = IMP-1 inh; B = NALP1 yeast inh; C = VIM-2 inh; D = MEKK2wt PB1 HTS; E = DNA FID counter; F = MEKK2 mut-MEK5; G = NS3 helicase inh; H = M18AAP inhibitor; I = UBC9 SUMO inh
31) Cc1cccc(N(C(=O)CCC(=O)Nc2cc(C)on2)C(C(=O)NC2CCCC2)c2ccccc2)c1 (stereo not drawn)
  A: -3.8; B: 8; C: -3.7; D: 94; E: -52; F: -1; G: -4; H: 5; I: -2
32) COc1ccc(CC(=O)NCc2nnc(SCCOc3ccccc3)n2C)cc1
  A: -4.1; B: 5; C: -6.1; D: 103; E: -20; F: 3; G: -3; H: -3; I: -4
33) COC(=O)N/N=C(\C)c1ccc(-n2ccnc2)cc1
  A: -3.8; B: -11; C: 0.5; D: 100; E: -7; F: 0; G: 7; H: -1; I: 7
34) Cc1ccc(S(=O)(=O)N(Cc2ccccc2)c2ccccn2)cc1[N+](=O)[O-]
  A: -1.1; B: 15; C: -0.8; D: 110; E: -7; F: 7; G: -12; H: 2; I: 12
35) S=c1[nH]nc(C2CCCCC2)n1/N=C/C=C/c1ccccc1
  A: -5.7; B: 13; C: -5.1; D: x; E: -32; F: x; G: 1; H: -1; I: -20
36) CCn1c(COc2ccc3c(c2)OCO3)nnc1SCC(=O)c1ccccc1
  A: -3.7; B: 11; C: -3.4; D: 96; E: -8; F: -4; G: 7; H: -1; I: 18
37) COc1ccc(Cn2c(=O)[nH]c3cc(C(=O)NCCCN4CCCCC4)ccc3c2=O)cc1
  A: -1.9; B: 12; C: -2.2; D: 107; E: 12; F: 2; G: -26; H: -1; I: 0
38) O=C(Nc1ccccc1)c1cc2ccccc2o1
  A: -3.7; B: 5; C: -3.2; D: 107; E: -4; F: 7; G: -2; H: -4; I: -6
39) COCCNC(=S)c1ccc(Br)cc1
  A: -2.0; B: 21; C: -2.0; D: 98; E: 1; F: -4; G: 2; H: 4; I: -4
40) Cc1cc(CSc2ccccc2)ccc1NC(=O)c1ccc(CN2CCOCC2)cc1
  A: 1.2; B: 15; C: 1.1; D: 101; E: -2; F: -3; G: -29; H: 1; I: -6
41) Cc1cc(C(=O)N/N=C/c2cc(Br)cc(Br)c2OC(=O)c2cccc(F)c2)n[nH]1
  A: -1.9; B: 14; C: -2.8; D: 91; E: -5; F: -6; G: 1; H: -4; I: 2
42) CCCCCCCCCCCCCCCC[n+]1cccc2ccccc21
  A: -2.8; B: 98*; C: -0.1; D: 157*; E: 15; F: 9; G: -72; H: 2; I: 18
43) CCOC(=O)c1ccc(NC(=S)NCCC2=CCCCC2)cc1
  A: 0.6; B: 18; C: -0.7; D: 103; E: -2; F: -4; G: -10; H: -15; I: -25
44) O=[N+]([O-])c1cccnc1N1CCN(c2ccc(F)cc2)CC1
  A: -3.1; B: -5; C: -0.1; D: 102; E: -1; F: 0; G: -10; H: -12; I: 18
